High-throughput results as filed in PubChem BioAssay.
EP2 modulator: modulates human prostaglandin E2 receptor EP2 signaling; P43116; EP2-expressing cells, cAMP HTRF FRET, PGE2 co-stimulation; induction, % at 25 µM; actives 0.83% (n = 260,000); AID 940;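 active = compounds whose cAMP rise, as percent of the full-agonist control response, exceeds 60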;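 note: rat C6 glioma line stably carrying human EP2 under a CMV promoter; the protocol text gives 20 µM as final concentration; 100% = response of wells given 1 µM PGE2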
Target sequence (P43116 whole entry, looked up): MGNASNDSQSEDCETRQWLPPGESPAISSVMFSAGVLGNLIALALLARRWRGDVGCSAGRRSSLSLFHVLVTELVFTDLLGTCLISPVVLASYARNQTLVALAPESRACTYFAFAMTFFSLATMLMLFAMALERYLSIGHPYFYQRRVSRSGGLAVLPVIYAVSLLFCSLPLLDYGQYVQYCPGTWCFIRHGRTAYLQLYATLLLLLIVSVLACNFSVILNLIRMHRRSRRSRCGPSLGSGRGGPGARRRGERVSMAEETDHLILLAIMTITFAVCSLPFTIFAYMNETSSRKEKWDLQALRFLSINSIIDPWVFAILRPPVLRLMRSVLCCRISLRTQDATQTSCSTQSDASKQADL
eIF4E-4G inh: blocks eIF4E binding to eIF4G; P63073+Q04637; TR-FRET eIF4E-eIF4GI(517-606) binding, 2 h; inhibition, % at 21.7 µM; actives 0.37% (n = 220,000); AID 782;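 active = inhibition above about 30%, limit read from the data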;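 note: 0% = full FRET control wells and 100% = background wells lacking eIF4GI fragment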
S1P4 agonist: activates the human S1P4 receptor | O95977 | S1P4-expressing cell line, agonist reporter assay | activation, % at 4.98 µM | actives 0.35% (n = 220,000); in the data active = activation above about 11%;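 note: 0% = DMSO vehicle and 100% = reference agonist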
NPY2 pot ag: potentiates or activates human NPY-Y2 receptor; cells expressing NPY-Y2, potentiator/agonist read-out; activation, % at 3.6 µM; actives 0.45% (n = 220,000); P49146; in the data active = activation above about 27%;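 note: cells stimulated with NPY near EC25 plus isoproterenol at EC100; 0% = vehicle plus submaximal agonist and 100% = vehicle plus saturating agonist; some results beyond the cut were filed as inactive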
Target sequence (P49146 whole entry, looked up): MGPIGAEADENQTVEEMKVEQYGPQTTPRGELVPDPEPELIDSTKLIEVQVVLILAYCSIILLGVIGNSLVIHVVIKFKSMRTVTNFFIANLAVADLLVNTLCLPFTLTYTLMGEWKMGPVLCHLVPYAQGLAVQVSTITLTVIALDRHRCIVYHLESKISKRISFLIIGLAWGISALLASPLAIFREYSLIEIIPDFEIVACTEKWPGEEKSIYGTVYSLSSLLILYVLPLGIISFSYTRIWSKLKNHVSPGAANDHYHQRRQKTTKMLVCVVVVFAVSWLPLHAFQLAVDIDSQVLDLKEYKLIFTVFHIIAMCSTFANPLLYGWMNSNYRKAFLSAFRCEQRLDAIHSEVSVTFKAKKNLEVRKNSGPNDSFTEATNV
PGE2 EP2 inh: inhibitors of human EP2 prostaglandin E2 receptor; C6 glioma cells expressing human EP2, cAMP TR-FRET; cells stimulated with saturating PGE2; inhibition, % at 25 µM; actives 0.52% (n = 260,000); AID 1422;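 active = percent inhibition above 40 after rounding to a whole number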;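 note: rat C6 glioma host cells with rolipram phosphodiesterase inhibitor present; the protocol text gives 20 µM as final concentration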
NPY-Y1 PAM-ag: human NPY-Y1 potentiation or agonism, primary screen; P25929; actives 0.37% (n = 220,000); AID 1304; NPY-Y1 expressing cells, potentiator/agonist activation; activation, % at 3.6 µM; in the data active = activation above about 33%, passing the limit was not always enough;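 note: cells stimulated with NPY at EC10 then isoproterenol at EC100; 0% = low agonist plus stimulus and 100% = saturating agonist plus stimulus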
Target sequence (P25929 whole entry, looked up): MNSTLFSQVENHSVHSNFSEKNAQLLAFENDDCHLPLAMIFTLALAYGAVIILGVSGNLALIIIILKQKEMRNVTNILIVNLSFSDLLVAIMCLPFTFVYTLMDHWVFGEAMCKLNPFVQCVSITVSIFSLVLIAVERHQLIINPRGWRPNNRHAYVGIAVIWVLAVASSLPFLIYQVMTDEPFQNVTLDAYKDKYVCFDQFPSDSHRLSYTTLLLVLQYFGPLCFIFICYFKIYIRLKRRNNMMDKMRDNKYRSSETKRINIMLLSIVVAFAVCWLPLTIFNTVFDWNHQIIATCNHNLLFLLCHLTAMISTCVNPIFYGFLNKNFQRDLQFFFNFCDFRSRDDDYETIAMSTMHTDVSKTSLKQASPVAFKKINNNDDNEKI
S1P4 antagonist: antagonists of human S1P4 receptor | O95977 | actives 0.26% (n = 220,000) | inhibition, % at 4.98 µM | S1P4-expressing cells, antagonist mode, reporter read-out; in the data active = inhibition above about 29%;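 note: 0% = wells stimulated with agonist and 100% = vehicle wells without agonist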
NPY Y1 blocker: blocks the human neuropeptide Y Y1 receptor; P25929; HEK293-CNG Y1 cells, membrane potential fluorescence; NPY at EC95, then isoproterenol; inhibition, % at 3.6 µM; actives 1% (n = 200,000); AID 1040;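 active = inhibition above the campaign mean inhibition of all tested compounds plus 3 SD, cut at about 20% in these data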;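 note: 0% = DMSO wells given NPY plus isoproterenol and 100% = isoproterenol alone without NPY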
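Assay system: HEK293 cells with Y1 receptor plus CNG channel | Probe or stimulus: NPY (25 nM), isoproterenol (1 µM), Ro 20-1724 (25 µM) | Timing: Compound incubation 1 h at room temperature, readout 45 min post-stimulation | Measured by: Membrane-potential fluorescent dye readout | Benchmarks: High control isoproterenol alone, low control NPY with isoproterenol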
p97 ATPase inh: blocks human p97 ATPase activity | inhibition, % at 8 µM | actives 0.42% (n = 220,000) | recombinant p97 ATPase, Kinase-Glo ATP luminescence, 3 h; in the data active = inhibition above about 15%;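 note: 0% = DMSO vehicle and 100% = wells lacking enzyme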
Starred values were filed as active, the others as inactive; / = not tested or not shown; & = joins results of further samples; [ ] = remark or other dose. The list is partial; the hit share may differ from the screen's.

Start of the listing, in advance, three compounds:
SMILES	EP2 modulator	eIF4E-4G inh	S1P4 agonist	NPY2 pot ag	PGE2 EP2 inh	NPY-Y1 PAM-ag	S1P4 antagonist	NPY Y1 blocker	p97 ATPase inh
COc1ccc2nc(-c3ccccc3)[nH]c2c1	-15	-5	4.5	-10	13	-43	-12	8	-19
COc1ccccc1/C(O)=C(\C#N)c1nc2ccccc2[nH]1	24	1	2.3	1	18	10	-141	4	6
O=S(=O)(Cc1ccccc1)N1CCC(N2CCN(c3ccccc3)CC2)CC1	5	-4	0.0	3	7	17	-28	2	0

Results, repeating the preview:
SMILES	EP2 modulator	eIF4E-4G inh	S1P4 agonist	NPY2 pot ag	PGE2 EP2 inh	NPY-Y1 PAM-ag	S1P4 antagonist	NPY Y1 blocker	p97 ATPase inh
COc1ccc2nc(-c3ccccc3)[nH]c2c1	-15	-5	4.5	-10	13	-43	-12	8	-19
COc1ccccc1/C(O)=C(\C#N)c1nc2ccccc2[nH]1	24	1	2.3	1	18	10	-141	4	6
O=S(=O)(Cc1ccccc1)N1CCC(N2CCN(c3ccccc3)CC2)CC1	5	-4	0.0	3	7	17	-28	2	0
COc1ccc(-c2nc(CSCC(=O)N3CCc4ccccc4C3)c(C)o2)cc1OC	-9	-9[fluorescence artefact?]	-1.1	-6	9	-6	1	6	-1
CCn1nnnc1SCC(=O)N1c2ccccc2Sc2ccccc21	5	1	-1.2	-13	14	-6	-7	0	5
CCOC(=O)C1CCN(C(=O)c2cn(CCOC)c(=O)c3c2c2ccccc2n3C)CC1	14	5	1.1	5	7	-15	10	1	2
CCCC(C)C(=O)Nc1ccccc1C(=O)OCC (stereo not given)	19	-7	2.5	5	12	-2	-5	-2	3
COc1cc(C)c(C(C)C)cc1S(=O)(=O)N1CCN(C)CC1	9&-18	0	0.5	17	5&7	7	7	-1	4
O=[N+]([O-])c1cccnc1NCCc1ccccc1	-5	0	1.3	-5	4	-9	-8	0	1
CCn1c(CNc2ccc(Cl)cc2)nnc1SCc1ccc(Cl)cc1	-39	-2	-1.5	4	5	20	-1	7	2
COc1ccc(OC)c(CN2C(=O)CCC2(C)C(=O)NC2CCCCCC2)c1 (stereo not given)	24	2	-2.4	4	8	9	-2	3	1
Cc1nc(-c2ccc(S(=O)(=O)Nc3ccc(Br)cc3Cl)s2)cs1	-48	-10	1.3	-33	10	-37	-18	/	-7
C=CCNC(=O)Nc1ccc(F)cc1F	-15	1	1.1	10	8	-3	-6	-6	8
Cc1nccn1CCCN1C(=O)CNC1=S	26	24	-0.6	-10	3	22	-19	3	6
O=C1NC2(CCCCC2)C(=O)N1CCS(=O)(=O)Oc1ccccc1	-8	8	-1.5	5	9	-11	12	-5	2
Cc1cc(C)nc(NN2C(=O)/C(=C/c3ccc(O)cc3)SC2=S)n1	22	2	1.3	20	6	21	-13	3	4
Cn1ccnc1-c1nc2ccccc2[nH]c1=O	15	1	1.6	-10	/	2	-16	-1	3
O=S(=O)(c1ccc2ccccc2c1)N1CCC(c2nc(-c3ccncc3)no2)CC1	-58	2	-0.3	2	8	29	-14	-4	1
CCCN1C(=O)N(c2cccc(C)c2)C(C)(O)CC1(C)C (stereo not given)	9	0	-1.8	-22	3	5	3	/	4
O=S(=O)(/N=C(/Nc1ccc(Cl)cc1Cl)c1ccccc1)c1cccs1	41	0	0.2	12	8	-4	-7	-2	-2
COc1ccc(C)cc1NC(=O)C1CCCN(S(=O)(=O)c2cccc3nonc23)C1 (stereo not given)	3	4	0.2	-7	5	-38	0	0	1
O=C(Nc1sc2c(c1C(=O)c1ccc(Cl)cc1)CCCC2)c1cccnc1	44	8	-1.0	-60	5	-69	-37	19	-10
CN1CCN(c2ccc([N+](=O)[O-])cc2C(=O)c2ccc(Cl)cc2)CC1	2	0	-0.9	-5	10	2	-2	2	6
CCN(C(=O)CN1CCN(c2cccc(C(F)(F)F)c2)CC1)c1c(N)n(Cc2ccccc2)c(=O)[nH]c1=O	-2	-5	1.1	7	2	10	-1	3	5
O=C(CSc1n[nH]c(-c2cccs2)n1)N1CCCc2ccccc21	18	2	-0.9	-8	3	1	-7	-2	1

More records.
SMILES	EP2 modulator	eIF4E-4G inh	S1P4 agonist	NPY2 pot ag	PGE2 EP2 inh	NPY-Y1 PAM-ag	S1P4 antagonist	NPY Y1 blocker	p97 ATPase inh
CCN1/C(=C/c2ccc3ccccc3[n+]2CC)C=Cc2ccccc21	-4	46*[fluorescence artefact?]	1.7	25	26	26	-23	8	-12
COC(=O)NC(=S)Nc1ccc(Oc2ccc(Cl)cc2)c(Cl)c1	13	-5	-1.2	-16	1	-27	0	10	-3
O=C(C1=C(O)C(=O)N(Cc2ccco2)C1c1ccccc1F)c1cccs1 (stereo not given)	8	-1	0.2	1	10	-2	-20	-2	0
CCOC(=O)C1(CCCc2ccccc2)CCN(C(=O)CCN2CCCCC2=O)CC1	-10	2	-0.5	-17	6	-13	-17	9	-9
Cc1cc(-c2nnc(CCC(=O)NC(C)c3ccc(F)cc3)o2)no1 (stereo not given)	4	-1	-0.8	-9	5	-2	-16	0	-4
CC(C)CC(=O)NC(=S)N1CCCCCC1	23	3	-0.2	-3	-1	-12	-8	2	4
Cc1cccc(C)c1NC(=O)C1c2cccc[n+]2CC(=O)N1Cc1cccs1 (stereo not given)	18	2	-0.6	3	6	1	3	-1	7
Cc1ccc2sc(NNC(=O)c3ccc4c(c3)OCCO4)nc2c1C	-76	4	-0.3	-10	17	0	-14	2	5
Cc1cccc(NC(=S)NNC(=O)c2ccccc2OC(F)F)c1	-26	0	-1.9	-17	/	-20	-12	5	0
COc1cc(CC(=O)O)c([N+](=O)[O-])cc1OC	3	-4	0.6	-11	12	-6	2	/	2
Oc1ccc(-c2cn3c(n2)SCC3)cc1	24	-1	1.0	4	12	-10	-17	-1	5
O=C(/C(=N\O)n1cncn1)c1ccc(Br)cc1Br	1	10	0.0	9	/	1	-9	-1	7
COc1ncnc2sc3c(c12)CCCC3	48	0	0.1	5	-3	-3	-4	0	4
CCOc1ccc(N2C(=O)CS/C2=N/NC(=O)COc2ccc3ccccc3c2)cc1	-29	3	0.3	-4	/	-8	-17	-2	-2
CCc1cc2c(SCC(=O)Nc3ccc(Cl)cn3)ncnc2s1	-7	-20	2.2	-6	14	-9	-10	1	2
CC(C)(C)OC(=O)N/N=C\C=C\c1ccc2c(c1)OCO2	-99	3	0.1	-3	11	-11	-22	0	0
O=S(=O)(NN=C1CCCCCCC1)c1ccc(Br)cc1	31	3	-1.4	-8	9	-35	5	10	2
COc1cc2c(cc1OC)C(C)N(C(=S)NC(=O)c1ccccc1)CC2 (stereo not given)	-47	3	0.5	2	6	12	-4	-1	3
N#Cc1c(NC(=O)/C=C/c2ccco2)sc2c1CCCC2	1	2	1.9	-29	10	-28	2	8	8
O=C(CSc1nc2ccc(Cl)cc2[nH]1)Nc1ccc2c(c1)CCC2	12	2[fluorescence artefact?]	0.9	0	7	-20	-5	0	3
CCOc1cc(/C=C/C(=O)O)ccc1OCCO	8	1	-0.8	2	11	-3	-5	0	5
CCN(CC)Cc1cc(C(=O)O)c(-c2ccccc2)o1	36	-3	-0.7	11	6	13	-23	/	4
Cc1ccc(-c2cc(-c3ccc(C)o3)nc(N)c2C#N)cc1	28	12	-0.3	10	-2	5	-5	-6	3
Clc1ccc2nc(CN3CCCCC3)cn2c1	-6	2	0.9	-2	7	-4	-1	0	4
Cc1ccc(CNC(=O)C2CCCN(S(=O)(=O)c3c(C)[nH]c(=O)[nH]c3=O)C2)cc1 (stereo not given)	18	1[fluorescence artefact?]	1.6	-5	11	0	-1	2	5

Ordered by the number under eIF4E-4G inh (low to high): three from the list above.
canonical_smiles,eIF4E-4G inh
O=C(C1=C(O)C(=O)N(Cc2ccco2)C1c1ccccc1F)c1cccs1 (stereo not given),-1
CCOc1cc(/C=C/C(=O)O)ccc1OCCO,1
O=S(=O)(NN=C1CCCCCCC1)c1ccc(Br)cc1,3

More entries follow.
SMILES	EP2 modulator	eIF4E-4G inh	S1P4 agonist	NPY2 pot ag	PGE2 EP2 inh	NPY-Y1 PAM-ag	S1P4 antagonist	NPY Y1 blocker	p97 ATPase inh
O=C(O)Cc1sc(-c2ccc(Cl)cc2)nc1-c1ccccc1	-6	-9	0.9	-15	17	-35	3	-2	1
CCc1cc2c(=O)[nH]cnc2s1	6	4[fluorescence artefact?]	1.6	-2	6	11	7	2	1
CCc1nnc(NC(=O)c2csc3c2CCC(C)C3)s1 (stereo not given)	33	3	0.8	-3	7	6	-14	1	4
Cc1cccnc1CN1CCN(C(=O)c2cc(COc3ccc4ncccc4c3)on2)CC1	-26	0	1.1	24	4	2	-5	5	2
CC(=O)NC1CC2CCCC(C1)N2S(=O)(=O)c1ccccc1 (stereo not given)	20&-2	0	-1.1	-17	6&5	-5	6	-1	2
O=C(O)c1ccn2c(C(=O)c3ccc(Cl)cc3)c(-c3ccccc3)cc2c1	77*	-2	-1.0	3	7	-13	-2	/	-1
CC(=O)c1ccc(N2CCN(CC(=O)Nc3cc(C)on3)CC2)cc1	0	3	-0.5	0	4	-9	0	-4	1
O=C(Nc1c(-c2ccccc2)nc2ccccn12)c1ccco1	13	7	0.2	1	3	-5	-11	13	0
COc1cc(-c2nc3ccc(C)cn3c2Nc2ccc3c(c2)OCCO3)ccc1O	-14	3[fluorescence artefact?]	2.8	13	12	-1	10	3	6
CN1/C(=C/C(=S)NC(=O)C2(C)CC2(Cl)Cl)C(C)(C)c2ccccc21 (stereo not given)	-49	-1	0.3	16	7	1	-6	-2	3
Cc1csc2ncnc(NC3CCN(Cc4ccccc4)CC3)c12	-23	5	0.6	29	11	-21	-4	/	9
CC(=O)C1=C(C)OC(N)=C(C#N)C1c1ccncc1 (stereo not given)	22	1	1.1	-9	11	-2	-7	-1	0
CCCC[C@@H]1C[C@H]1[C@@H](NC(=O)c1ccco1)c1ccc(Cl)cc1	12	6	1.3	2	8	-25	-4	9	-4
CCC1CCc2c(sc(NC(C)=O)c2C#N)C1 (stereo not given)	11	7	-0.2	-14	7	-12	-5	3	-2
CC(NC(=O)c1ccc(F)cc1)C(=O)NC1=NCCS1 (stereo not given)	-2	-1	-0.8	-1	7	6	2	-3	3
Cc1c(NCc2cc(Cl)cc(Cl)c2O)c(=O)n(-c2ccccc2)n1C	18	-1	2.5	-7	9	-10	4	-3	-3
CCC(=O)NC(Nc1ncc(C)s1)(C(=O)OC)C(F)(F)F (stereo not given)	8	0	1.1	4	5	-2	4	-2	2
Clc1ccc2c(N3CCCC3)ccnc2c1	0	-5	0.3	-23	9	-16	-8	15	-5
COC(=O)[C@H](C)NC(=O)Nc1ccccc1F	10	3[fluorescence artefact?]	1.6	9	7	-7	-3	2	4
CCN(CC)CCNC(=O)/C(=N\O)c1ccccn1	15	3	0.8	-10	4	-4	-4	4	6
CC1CC=C2C(C#N)=C(N)C(C#N)(C#N)C(c3cccs3)C2C1 (stereo not given)	-13	5	1.7	4	/	3	4	-1	8
CC(=O)c1cc(Cc2csc(C(C)=O)c2)cs1	/	/	-2.7	-12	5	7	-11	-4	-2
COc1cccc(C(=O)N=c2sc3cc(S(C)(=O)=O)ccc3n2C)c1	6	-7	0.4	-9	3	-19	-3	2	-4
COc1ccc(/C(N)=N/OC(=O)COc2ccccc2Cl)cc1	24	1[fluorescence artefact?]	1.5	-6	13	-30	-13	8	5
C/C(CC(=O)NCc1ccco1)=N\NC(=O)Cc1ccc(-c2ccccc2)cc1	13	6[fluorescence artefact?]	1.0	5	4	-13	-19	-2	0
COCCNC(=S)N/N=C/c1ccccc1C(=O)O	14	-4	0.8	1	16	-6	1	0	0
COc1cc(NS(=O)(=O)c2ccc(C)cc2)c2ncccc2c1	30	-5	0.6	-13	5	-5	9	3	2
